Screening results from PubChem.
MBD2 inh – inhibitors of human MBD2 binding to methylated oligonucleotide; Q9UBB5; TR-FRET; inhibition, % at 4.4 µM; 370,000 tested, 0.31% active; AID 686964; in the data active = inhibition above about 13%
rCAG binder – binds r(CAG) RNA repeats; 370,000 tested, 1.3% active; AID 651821; inhibition, % at 3 µM; r(CAG) RNA repeat, TO-PRO-1 dye displacement fluorescence;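 active = inhibition above the plate cutoff, the mean of all test compounds on that plate plus 3 SD, cut at about 35% in these data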;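 also: 0% = DMSO alone and 100% = 100 µM mitoxantrone as full dye displacement; higher means more dye released from RNA so lower well fluorescence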
SIAE inh – human SIAE inhibition, primary screen | 370,000 tested, 0.69% active | inhibition, % at 9.66 µM | AID 1053197 | SIAE FP-Rh probe binding, fluorescence polarization;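 active = inhibition above a cutoff: mean of compounds within the control limits plus 3 SD of those, cut at about 17% in these data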;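 also: 0% = plate median of compound wells and 100% = probe without SIAE protein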
GC-B act – GC-B (human) receptor activation | activation, % at 10 µM | P20594 | HEK293-GC-B cells, CNP EC30, cGMP TR-FRET; 0% at EC30 CNP, 100% saturating CNP | 370,000 tested, 0.11% active;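 active = activation at 10 µM reaching about 35% in either raw or pattern-adjusted values, limit read from the data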
GC-A act – GC-A (human) enzyme activation | activation, % at 10 µM | 370,000 tested, 0.14% active | HEK293 GC-A cells, cGMP TR-FRET, EC30 ANP; 0% at EC30 ANP, 100% saturating ANP | P16066; in the data active = activation above about 40%
PRMT1 inh – inhibitors of human PRMT1 | 370,000 tested, 1.3% active | Q99873 | recombinant PRMT1, activity-based probe fluorescence polarization | inhibition, % at 2.79 µM;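 active = inhibition above about 21% made by adding two undisclosed values, limit read from the data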
HTRA1 inh – blocks human HTRA1 serine peptidase. inhibition, % at 5.96 µM. AID 504803. 340,000 tested, 0.5% active. recombinant HTRA1, FP-rhodamine activity-based probe, fluorescence polarization. Q92743; in the data active = inhibition above about 36%;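 also: 0% = enzyme with DMSO and 100% = wells lacking enzyme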
ABHD4 inh – ABHD4 (mouse) inhibition, primary FP screen; 370,000 tested, 0.54% active; Q8VD66; AID 720543; inhibition, % at 8.92 µM; purified mABHD4, FP-Rh probe fluorescence polarization;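 active = inhibition exceeding the mean over every tested compound plus 3 SD, cut at about 30% in these data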;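 also: 0% = plate median of compound wells and 100% = S159A mutant with DMSO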
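Test system: mABHD4 protein | Buffer or medium: HEPES pH 7.0 buffer, 150 mM NaCl, 0.01% Pluronic F-127 | Probe or stimulus: FP-Rh fluorescent activity-based probe, added after compound pre-incubation | Timing: Pre-incubation 45 min, probe exposure 60 min, at 25 °C | Technique: Fluorescence polarization, excitation 525 nm, emission 598 nm, BODIPY TMR filters | Repeats: Single well per compound (singlicate)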
TCR CD3 inh – blocks the human TCR-CD3 interaction. AID 651800. 360,000 tested, 0.37% active. inhibition, % at 9.4 µM. TAMRA-labeled TCR probe fluorescence, biochemical; in the data active = inhibition above about 19%;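 also: recombinant mutant TCR 2C K166C tagged with TAMRA read by polarization; 0% = receptor in buffer alone and 100% = receptor with positive control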
UHRF1 MBD2 ctr – blocks human UHRF1 binding to methylated DNA | 370,000 tested, 0.75% active | AID 687016 | UHRF1 binding to methylated oligo, TR-FRET | inhibition, % at 4.4 µM | Q96T88; in the data active = inhibition above about 21%;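 also: UHRF1 SRA domain binding a hemimethylated CpG hairpin DNA probe; 0% = median of test compound wells and 100% = reference inhibitor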
Target sequence (Q96T88 whole entry, looked up, the tested form may be a part): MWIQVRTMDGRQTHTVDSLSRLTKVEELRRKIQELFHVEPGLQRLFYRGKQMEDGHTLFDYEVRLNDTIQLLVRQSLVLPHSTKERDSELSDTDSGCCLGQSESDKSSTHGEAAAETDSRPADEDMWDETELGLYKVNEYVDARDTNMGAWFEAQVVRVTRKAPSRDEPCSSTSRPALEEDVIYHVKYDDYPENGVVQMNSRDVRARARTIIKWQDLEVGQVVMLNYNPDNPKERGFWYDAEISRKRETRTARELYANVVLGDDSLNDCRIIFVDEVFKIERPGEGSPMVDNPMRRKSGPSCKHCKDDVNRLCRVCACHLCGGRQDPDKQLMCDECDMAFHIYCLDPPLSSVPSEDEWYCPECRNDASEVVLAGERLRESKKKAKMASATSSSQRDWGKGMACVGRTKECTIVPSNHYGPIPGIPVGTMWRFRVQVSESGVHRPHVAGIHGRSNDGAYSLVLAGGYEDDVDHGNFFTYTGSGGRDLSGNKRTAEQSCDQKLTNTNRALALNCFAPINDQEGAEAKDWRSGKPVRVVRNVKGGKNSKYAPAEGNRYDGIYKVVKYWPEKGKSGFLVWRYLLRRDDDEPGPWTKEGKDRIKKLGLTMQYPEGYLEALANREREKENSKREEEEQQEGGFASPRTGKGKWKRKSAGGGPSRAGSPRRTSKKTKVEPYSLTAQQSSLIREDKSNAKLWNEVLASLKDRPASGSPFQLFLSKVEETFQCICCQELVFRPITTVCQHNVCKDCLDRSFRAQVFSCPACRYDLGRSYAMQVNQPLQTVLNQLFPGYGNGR
Starred values were filed as active, the others as inactive; . = not tested or not shown. The list is partial; count on the stated rates, not on these rows.

SMILES	MBD2 inh	rCAG binder	SIAE inh	GC-B act	GC-A act	PRMT1 inh	HTRA1 inh	ABHD4 inh	TCR CD3 inh	UHRF1 MBD2 ctr
O=C1NC(=O)N(c2ccccc2)C(=O)/C1=C\c1ccccc1[N+](=O)[O-]	0	2	3	7	2	5	1	2	-4	-4
Cc1ccc(N(C)C(=O)Oc2cccc3cccnc23)cc1	0	0	1	1	-2	2	9	-8	0	3
CCCCCn1c(=O)c(C(=O)Nc2ccccn2)c(O)c2ccccc21	-1	0	2	7	2	-2	2	1	-5	-1
C1CN(P2(N3CC3)=NP(N3CC3)(N3CC3)=NP(N3CC3)(N3CC3)=N2)CCO1 (stereo not drawn)	1	2	4	3	3	-2	13	2	5	-1
N#Cc1ccc(NC(=S)N2Cc3ccccc3-n3nncc3C2)cc1	-1	6	-1	1	0	0	5	-1	0	0
O=C(Nc1ccccc1)N1Cc2ccccc2-n2nncc2C1	7	1	3	-12	-2	2	9	-3	3	2
CN1CCC(N(C)c2ccc(C(N)=O)cc2[N+](=O)[O-])CC1	-3	1	2	-11	3	-2	0	-1	14	-5
NCC(O)c1cc(O)c(O)cc1F (stereo not drawn)	14*	2	16	1	-2	12	3	20	15	27*
Cc1cc(OCC(=O)NCc2cccnc2)c2c3c(c(=O)oc2c1)CCCC3	3	-6	-3	-14	-28	4	-3	-2	1	1
CN1CCc2nc(SCc3ccccc3Br)c(C#N)cc2C1	-3	0	1	6	8	3	10	0	7	-3
C[C@]12CC[C@@H](O)C[C@@H]1CC[C@@H]1[C@@H]2CC[C@]2(C)C(=O)CC[C@@H]12	-1	-4	-1	1	5	0	1	-15	-8	2
Cc1ccc2c(c1)CC1(CN2C)C(=O)NC(=O)N(CCc2ccccc2)C1=O (stereo not drawn)	5	11	4	-5	0	5	1	-5	-3	-1
C=CCNC(=S)N1Cc2ccccc2-n2nncc2C1	11	0	6	0	-1	1	4	-6	2	21
CCCCCn1c(=O)c(C(=O)Nc2ccccc2C)c(O)c2ccccc21	5	4	-16	3	-3	1	6	5	2	1
CN1CCN(S(=O)(=O)c2cnc(Cl)c(Br)c2)CC1	-6	0	13	5	-1	1	3	10	4	-2
COc1ccc(CN2C(=O)CC(=O)NC2=S)cc1	6	38*	-55	4	-6	18	-33	-23	-50	-4
Cc1ccc(S(=O)(=O)N(c2cc(Cl)c(O)c(Cl)c2)P(=O)(OC(C)C)OC(C)C)cc1	0	4	4	2	-1	-3	2	-4	8	-2
Cc1ccsc1/C=C1\C(=O)NC(=S)N(C)C1=O	-1	9	-160	4	19	6	-6	-133	-82	-1
O=P(Oc1ccccc1)(Oc1ccccc1)C(O)c1ccc(Cl)cc1 (stereo not drawn)	-3	-2	1	-4	-4	4	-8	32*	3	-3
Oc1ccc(CC2CC3CCN2CC3)cc1O (stereo not drawn)	0	2	6	5	-1	-1	-4	2	0	3
S=C1CN=C(c2ccccc2Cl)c2cc(Cl)ccc2N1	-7	4	-3	2	-7	-3	-7	-4	7	0
c1ccc2c3c([nH]c2c1)C1(CCNCC1)NCC3	-4	5	9	-8	-1	-5	11	12	-2	-1
COc1ccc(/C=C/C=C2C(=O)NC(=S)NC2=O)cc1	-2	30	1	1	1	14	-6	3	5	4
Cc1ccc(S(=O)(=O)CC(C)(O)C(=O)Nc2cccc(C(F)(F)F)c2)cc1 (stereo not drawn)	3	1	-1	-2	-6	2	0	-8	-8	4
CN1CCc2nc(SCC(=O)OC(C)(C)C)c(C#N)cc2C1	-4	4	-3	-2	14	20	5	6	0	1
CC1=C(C/C(C)=C/c2ccccc2)/C(=C/CO)[C@H](O)[C@](C)(O)C12CC2	2	0	-4	1	4	-2	-30	-3	2	-1
O=C(Cc1ccccc1)N1CCN(C/C=C/c2ccccc2)CC1	-4	3	-2	1	1	3	-8	3	-3	4
c1ccc(-c2[nH]c(-c3ccccc3)[n+](CC3CO3)c2-c2ccccc2)cc1 (stereo not drawn)	0	4	-2	-6	-5	-3	-18	-2	-8	8
Cc1ccc2c(c1)C1CN(C)CCC1N2C(=O)Nc1cccc(Cl)c1 (stereo not drawn)	2	-3	3	-8	-6	-3	-10	-9	1	-1
COC(=O)C1=C(c2ccccc2OCc2ccccc2)C[C@@H]2CC[C@H]1N2C(=O)NCc1ccccc1	-5	-6	4	-9	-9	1	-29	-15	4	-2
COc1cc(N2CCOCC2)ccc1C=C1C(=O)NC(=O)NC1=O	-5	0	-3	-1	5	7	5	2	-2	-6
CN1CCN(Cc2ccc(OC(F)(F)F)cc2)CC1	1	4	2	1	0	2	1	1	1	-1
COc1ccc(NP(=O)(Oc2cccc(C)c2)Oc2cccc(C)c2)cc1OC	1	-5	4	3	-4	-5	-50	1	-1	3
NC(=O)c1cc([N+](=O)[O-])cc([N+](=O)[O-])c1	0	1	-2	0	-1	1	4	0	0	0
C=CC1CN2CCC1CC2[C@@H](OC(=O)c1ccc(OC)cc1)c1ccnc2ccccc12 (stereo partly drawn)	-4	-5	2	-3	-4	0	-19	18	3	-1
CCCCCCn1c(O)c(C=NCCCn2ccnc2)c(=O)[nH]c1=O	0	-8	1	0	-1	-5	5	6	1	-1
COc1ccccc1Oc1c(C)oc2cc(OC(=O)N(C)C)ccc2c1=O	0	-5	1	3	4	3	6	0	-3	1
CC/C(=N\N1CCN(C)CC1)c1c(O)[nH]c(=O)[nH]c1=O	4	1	5	1	1	-1	-5	-3	3	2
CNC(=O)c1cccn(Cc2cc(C(F)(F)F)cc(C(F)(F)F)c2)c1=O	-7	-11	10	0	-4	-2	5	-4	2	0
CC(=O)C1CCC2C3CCC4CC(O)CCC4(C)C3C(=O)CC12C (stereo not drawn)	-3	-1	0	3	2	2	-1	2	4	-1
O=c1[nH]c(=O)n(-c2cccc3ccccc23)c(O)c1C=NCc1ccc2c(c1)OCO2	-4	2	1	2	2	6	-4	-30	-6	0
CC1CCC(C(C)C)C(OC(=O)COC(=O)c2ccccc2N)C1 (stereo not drawn)	3	-2	-10	-1	-1	0	-13	-5	-3	1
CN1CC(C(=O)c2ccc(Cl)cc2)C(c2ccccc2)C1 (stereo not drawn)	-1	-8	-2	-10	-48	-3	7	1	0	8
COc1cc(CN2CCN(C(=O)Cc3ccccc3)CC2)cc(OC)c1OC	1	-10	2	7	-4	1	1	3	6	0
CC1C2Cn3c(nc4ccccc43)C1N(C)O2 (stereo not drawn)	0	2	4	1	3	1	-2	1	5	-2
COc1ccc(-c2nc3ccc(C(=O)N4CCC5(CC4)OCCO5)cc3nc2-c2ccc(OC)cc2)cc1	-6	3	4	2	-1	0	-31	14	3	1
CN(C)CCn1cnc2ccccc21	-4	1	3	6	4	-7	-1	2	6	-3
C[C@]12CCC3C(CC[C@H]4C[C@H](O)CC[C@]34C)C1C[C@H](O)[C@@H]2O (stereo partly drawn)	0	0	2	2	3	-4	1	-13	-11	4
COC(=O)C1=C(c2cccc(OCc3ccccc3)c2)C[C@@H]2CC[C@H]1N2C(=O)NCc1ccccc1OC	2	4	-7	-7	-1	0	-33	3	-8	0
COc1ccc([C@@H]2C[C@H]3[C@@H](CN2)CON3C)cc1	1	2	-2	-2	5	0	.	1	.	-4
CCOc1ccc(Br)c(C2(O)CC(C)N(C)CC2C)c1 (stereo not drawn)	6	3	-5	-11	-9	0	-8	-8	-4	4
Cc1cccc(-n2c(C)nc3ccc(Cl)cc3c2=O)c1	6	-4	-5	0	-4	-10	-1	-5	-2	-2
Cc1ccc(OCC(=O)Nc2ccc(Cl)cc2C(=O)c2ccccc2)cc1	0	-1	-1	4	0	1	2	-1	-2	4
CN1C(=O)CC(c2ccccc2)Nc2ccccc21 (stereo not drawn)	-1	-1	15	-1	2	0	2	0	7	-3
COc1ccc2c(c1)[C@@]13CCC=C[C@H]1[C@@H](C2)NCC3	6	8	1	-4	1	-2	6	11	2	2
CCCCCCOc1ccc(CN2CCN(CCO)CC2)cc1	-6	-10	-2	-2	8	2	2	7	2	0
CC(C)C[C@@H]1COc2cc(N3CCN(C)CC3)ccc2S(=O)(=O)N1	-7	0	2	-4	1	-6	.	-4	3	-1
c1ccc(CNCCc2c[nH]c3ccccc23)cc1	-6	-1	0	-13	-23	-4	1	-4	-3	2
COc1ccccc1N1CCN(Cc2ccccc2Cl)CC1	-1	-4	0	-3	0	-1	1	9	8	-2
O=c1c2ccccc2nc(/C=C/c2ccc(O)cc2)n1-c1cccc(O)c1	3	14	-8	22	-1	-1	-28	-13	-1	-1
Next entries:
SMILES	MBD2 inh	rCAG binder	SIAE inh	GC-B act	GC-A act	PRMT1 inh	HTRA1 inh	ABHD4 inh	TCR CD3 inh	UHRF1 MBD2 ctr
C[C@H]1CCC[C@H](O)CCCCCc2cc(O)cc(O)c2C(=O)O1	1	2	-10	1	1	3	3	-2	8	0
Cc1cccc(-n2c(O)c(C=NCCN3CCNCC3)c(=O)[nH]c2=S)c1	1	1	-8	7	-2	-1	3	3	-6	1
CCC(=NC1CCN(Cc2ccccc2)CC1)c1c(O)[nH]c(=O)[nH]c1=O	-2	-7	3	4	7	-1	5	0	4	0
COCCCNC(=O)c1c(NC(=O)c2ccco2)n(Cc2ccccc2)c2nc3ccccc3nc12	-8	19	2	5	5	7	4	-5	0	-10
CNc1cc(N2CCNCC2)ccc1[N+](=O)[O-]	-13	-1	-1	-2	0	1	0	-5	-4	-17
COc1cccc(C(=O)N2C[C@H]3C[C@@H](C2)c2cccc(=O)n2C3)c1	1	0	-1	1	-1	-5	6	-4	2	0
O=S(=O)(c1ccc(Cl)cc1)N1Cc2ccccc2-n2nncc2C1	-3	0	-2	-5	-3	3	7	-8	-6	1
COc1cc(CC2(CCc3ccncc3)C(=O)NC(=O)NC2=O)cc(OC)c1OC	4	-4	3	-2	3	1	1	1	-1	2
COC(=O)CCCC(NC(=S)N1CC2C[C@@H](C1)Cn1c2cccc1=O)C(=O)OC (stereo partly drawn)	-3	-1	2	4	0	-6	-1	-4	1	-2
COc1ccccc1N1C(=O)NC(=O)/C(=C/c2ccc3c4c(cccc24)CC3)C1=O	-10	8	-1	2	3	5	-7	6	6	-5
O=C(Cc1ccccc1)Oc1ccc([N+](=O)[O-])cc1	4	-2	-1	-1	1	6	-19	3	-3	0
CCOP(=O)(Cc1ccc(C#N)o1)OCC	1	0	0	-3	0	-2	0	5	6	-3
CCC(=NCc1cccnc1)c1c(O)n(Cc2ccccc2)c(=O)[nH]c1=O	-1	3	2	9	16	4	6	-1	-1	1
